EBI2 antag: blocks human EBI2 receptor beta-arrestin signaling | EBI2 beta-arrestin recruitment, luminescence, 7a,25-OHC stimulated | inhibition, % at 5 µM | 0.81% of 360,000 active | P32249; in the data active = inhibition above about 38%;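 also: enzyme fragment complementation signal reports receptor beta-arrestin coupling in cells; 0% = agonist plus DMSO wells and 100% = wells without agonist; some results beyond the cut were filed as inactive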
Target sequence (P32249 whole entry, looked up, the tested form may be a part): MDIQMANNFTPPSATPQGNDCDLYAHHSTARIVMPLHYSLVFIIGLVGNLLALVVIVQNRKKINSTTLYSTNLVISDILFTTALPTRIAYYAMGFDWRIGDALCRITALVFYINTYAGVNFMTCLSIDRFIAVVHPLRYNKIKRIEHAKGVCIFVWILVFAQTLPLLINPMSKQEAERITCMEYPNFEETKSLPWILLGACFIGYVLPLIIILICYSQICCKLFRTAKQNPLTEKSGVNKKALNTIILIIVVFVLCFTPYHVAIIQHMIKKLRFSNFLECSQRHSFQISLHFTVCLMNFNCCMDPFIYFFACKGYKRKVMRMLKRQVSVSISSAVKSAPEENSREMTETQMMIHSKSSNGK
CXCR6 block: inhibitors of human CXCR6 receptor | O00574 | CHO-K1 PathHunter CXCR6 beta-arrestin, luminescence | inhibition, % at 20 µM | 0.36% of 360,000 active | AID 602244; in the data active = inhibition above about 34%, passing the limit was not always enough;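 also: antagonist mode with CXCL16 agonist at 10 nM final; 0% = 10 nM CXCL16 with DMSO and 100% = unstimulated wells without agonist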
Target sequence (O00574 whole entry, looked up): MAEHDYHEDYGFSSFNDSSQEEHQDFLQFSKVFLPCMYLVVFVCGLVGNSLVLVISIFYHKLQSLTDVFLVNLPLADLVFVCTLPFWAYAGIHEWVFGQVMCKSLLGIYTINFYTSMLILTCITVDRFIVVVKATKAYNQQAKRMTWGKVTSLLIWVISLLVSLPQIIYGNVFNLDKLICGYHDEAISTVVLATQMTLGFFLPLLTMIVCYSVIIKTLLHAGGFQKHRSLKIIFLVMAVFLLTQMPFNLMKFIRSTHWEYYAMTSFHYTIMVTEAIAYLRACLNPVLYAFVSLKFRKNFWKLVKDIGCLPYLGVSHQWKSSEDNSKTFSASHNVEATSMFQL
The depositor's hits bear a star. A portion of the library. The share of hits here may be higher or lower than overall.

No.	EBI2 antag	CXCR6 block	molecule
1	-2	-8	CCc1nc2c(OCc3ccc(OC)cc3)cccn2c1N(C)C(=O)c1ccc(OC)cc1
2	3	-4	CC(=O)NC(c1ccc(F)c(F)c1)c1nc(-c2cccc(C(F)(F)F)c2)cs1 (stereo not given)
3	-9	-1	CCCCN1C[C@H](C)[C@@H](CC(=O)Nc2ccc(OC)cc2)C1=O
4	-1	5	Cn1nccc1-c1coc2c(C(=O)N3CCOCC3)cccc12
5	23	59*	CCC(C)c1ccc(O)c(NC(=S)NC(=O)c2cccs2)c1 (stereo not given)
6	1	-5	COc1ccc(CC(N)c2csc(NC(=O)Nc3cc(OC)ccc3OC)n2)cc1 (stereo not given)
7	4	0	CC(C)(C)c1ccc(CC(=O)N2CCC2(C)C(=O)NS(=O)(=O)c2cccc(OC(F)F)c2)cc1 (stereo not given)
8	29	10	COc1ccc(S(=O)(=O)N(C)C[C@@H]2Oc3cc(C#CC4CCCCC4)ccc3S(=O)(=O)N([C@@H](C)CO)C[C@@H]2C)cc1
9	0	0	Cc1ccccc1S(=O)(=O)N1[C@@H](c2cccc(Cl)c2)C(C(=O)OC(C)(C)C)=CC[C@H]1c1ccc(Cl)cc1
10	-2	-2	Cn1cc(CN2CCC(C(=O)NC(c3ccc(F)cc3)c3ccc4ccccc4n3)CC2)c2ccccc21 (stereo not given)
11	-2	3	COc1ccc(-c2nc3ccc(C)cn3c2CC(C)(C)C)cc1OC
12	-2	-2	NC(c1ccncc1)c1ccc(Cl)cc1 (stereo not given)
13	-5	1	C[C@@H]1CN([C@@H](C)CO)C(=O)CCCn2nncc2CO[C@H]1CN(C)Cc1cccnc1
14	1	-2	CC(=O)Nc1ccc(CN(C)c2c(C)nc3ccc(C(=O)N4CCN(C(C)=O)CC4)cn23)cc1
15	-3	10	O=C(CSc1nc2cccc(F)c2c(=O)n1-c1ccccc1)Nc1ccc2c(c1)CCC2

3 compounds out of the list above, ordered by their value in EBI2 antag, low to high:
No.	EBI2 antag	CXCR6 block	molecule
10	-2	-2	Cn1cc(CN2CCC(C(=O)NC(c3ccc(F)cc3)c3ccc4ccccc4n3)CC2)c2ccccc21 (stereo not given)
6	1	-5	COc1ccc(CC(N)c2csc(NC(=O)Nc3cc(OC)ccc3OC)n2)cc1 (stereo not given)
7	4	0	CC(C)(C)c1ccc(CC(=O)N2CCC2(C)C(=O)NS(=O)(=O)c2cccc(OC(F)F)c2)cc1 (stereo not given)

The list continues:
No.	EBI2 antag	CXCR6 block	molecule
16	6	4	Cc1cc(O)ccc1-c1cc(C(=O)NCc2ccc(F)cc2)[nH]n1
17	2	3	Cc1cccc(C)c1NC(=O)CN(C)CCc1ccccc1
18	11	-4	C[C@H]1Cn2cnc(C(=O)N[C@@H](Cc3c[nH]c4ccccc34)C(=O)OC(C)(C)C)c2C(=O)N1
19	8	0	COc1cccc(CNc2nc3cc(-c4cccc(Cl)c4)sc3c(=O)n2C)c1OC
20	8	-2	CC(=O)NC(c1cccc(F)c1)c1nc(-c2cc3ccccc3o2)cs1 (stereo not given)
21	-18	-18	COc1ccccc1NC(=O)Nc1nc(C(N)Cc2ccccc2)cs1 (stereo not given)
22	2	7	CN(C)C(=O)c1cccc(-c2cnc3c(NC=O)cc(-c4cc(F)c(F)c(F)c4)cn23)c1
23	-4	-2	O=C(NCc1ccc(F)cc1)C1CCN(S(=O)(=O)c2ccc(N3CCCC3=O)cc2)CC1
24	-10	-2	CC1(C(=O)NS(=O)(=O)c2ccc(Cl)cc2)CCN1C(=O)CCc1cccs1 (stereo not given)
25	-1	-9	CC1CCN(C(=O)c2ncn3c2c(=O)[nH]c2ccc(Br)cc23)CC1
26	20	-2	CCCCCCSc1ccc(-c2nc3cnccn3c2NC2CCCCC2)cc1
27	17	-2	CCOC(=O)C1=CCN(S(=O)(=O)c2ccc(C)cc2)C1c1ccc(Cl)c(Cl)c1 (stereo not given)
28	0	0	CC(C)Oc1cc(F)ccc1-c1cc(C(=O)NCCc2ccncc2)[nH]n1
29	-9	3	O=C(COC(=O)Cc1c[nH]c2ccccc12)Nc1cccc(Br)c1
30	-17	8	COc1ccc(OC)c(C(=O)CSc2nnc(C3CC3)n2C2CC2)c1
31	2	-1	CC1Sc2ccccc2N(Cc2ccc(OC(F)(F)F)cc2)C1=O (stereo not given)
32	-5	0	COCCNC(=O)c1ccc(N2CC3CC(C2)c2cccc(=O)n2C3)c(NC(=O)c2ccccc2Cl)c1 (stereo not given)
33	12	1	CCCCC(=O)N(C)c1c(CC)nc2c(OCc3cccc(Cl)c3)cccn12
34	19	11	CC(C)c1ccc(CN2CCC2(C)C(=O)Nc2cccc(Oc3ccccc3)c2)cc1 (stereo not given)
35	1	-2	COc1ccc(F)cc1-c1cc(C(=O)Nc2ccc(C)c(NS(C)(=O)=O)c2)[nH]n1
36	0	-2	CC1C(=O)N(Cc2cn(Cc3ccco3)nn2)CCS(=O)(=O)N1Cc1ccc(-c2ccc(F)cc2)cc1 (stereo not given)
37	3	-2	COc1ccc(-c2cc(NC(C)=O)c3ncc(-c4ccc(OC)c(OC)c4)n3c2)cc1OC
38	9	5	CNC(=O)C1(C)Cc2c(-c3ccc(NC(C)=O)cc3)ccnc2O1 (stereo not given)
39	-2	6	CC1(C(=O)NS(=O)(=O)c2ccc(Cl)cc2)CCN1C(=O)COc1ccc(Cl)cc1 (stereo not given)
40	2	0	COCCNC(=O)C1CCCN(C(=O)c2cc(-c3ccccc3)cs2)CC1 (stereo not given)
41	-5	5	Nc1ccn([C@@H]2O[C@H](CNCC3=CCOc4ccc(O)cc43)[C@@H](O)[C@H]2O)c(=O)n1
42	1	-5	COc1ccccc1-c1cnc(C(O)c2ccccc2)[nH]1 (stereo not given)
43	-8	-2	O=C(Nc1ccc2nc(C(F)(F)F)[nH]c2c1)[C@@H]1O[C@H](CO)[C@@H](O)[C@H]1O
44	1	4	Cn1ccc2c(-c3ccc4c(c3)OCCO4)cc3c(c21)C1CCC3C1 (stereo not given)
45	-12	-7	N#Cc1cc2cc3c(cc2nc1Cl)OCCO3
46	-9	0	CC1(c2cccc(N)c2)OCCO1
47	4	7	CC(C)c1ccc(NC(=O)C2Cc3c(-c4ccc(Cl)cc4)ccnc3O2)cc1 (stereo not given)
48	-7	-3	C[C@@H]1CN([C@H](C)CO)C(=O)CCCn2cc(nn2)CO[C@H]1CN(C)S(=O)(=O)c1cccc(F)c1
49	5	-12	CC(=O)N1Cc2cc(C(=O)NCc3cccc(F)c3)nc(-c3cccc(C4=CCCC4)c3)c2[C@H]1CCO
50	-2	-2	C=CCC[C@@H](CCCCC)OC(=O)/C=C/[C@H](O)[C@@H](O)C[C@@H](O)CC=C
51	-6	6	CC(=O)NCCNc1nc2cc(-c3ccccc3CO)sc2c(=O)n1C
52	-2	-1	N#CC1=C2CCCCC2(O)NC1=O (stereo not given)
53	38	13	CCc1nc2ccc(C(=O)NCCc3c[nH]c4ccccc34)cn2c1N(C)Cc1ccc(N(C)C)cc1
54	7	-4	O=C(CCNC(=O)c1ccccc1Cl)Nc1ccc2c(c1)OCCO2
55	6	8	COc1ccc(C2OC(CCc3ccccc3)Cc3[nH]c(=S)[nH]c(=O)c32)cc1 (stereo not given)
56	3	-4	COc1ccc(C(NC(=O)C2CCN(CCOc3ccccc3)CC2)c2ccccn2)cc1 (stereo not given)
57	7	-1	Cc1ccc(S(=O)(=O)N2C[C@H]3[C@H]4C(=O)N(Cc5ccccc5)C(=O)[C@H]4CC(=O)[C@H]3[C@@H]2c2ccccc2Cl)cc1
58	-6	0	Fc1cccc(Cc2c(-c3cccc(Cl)c3)nc3ccc(Cl)cn23)c1
59	0	-1	CSc1ccc(NC(=O)C2(C)CCN2C(=O)Cc2ccc(C(C)(C)C)cc2)cc1 (stereo not given)
60	7	-4	C[C@@H]1CN([C@H](C)CO)C(=O)CCCn2nncc2CO[C@H]1CN(C)CC1CC1
61	-5	-1	CC(N)c1csc(Nc2cc(Oc3ccccc3)ncn2)n1 (stereo not given)
62	-11	8	CN(Cc1ccccc1)C(=O)[C@@H]1CCCN1C(=O)OC(C)(C)C
63	12	1	O=C(NCc1ccco1)c1ccc2sc([C@@H]3O[C@H](CO)[C@@H](O)[C@H]3O)nc2c1
64	44*	-14	COc1ccccc1-c1ccc2c(c1)O[C@@H](CN(C)C(=O)Nc1cccc(F)c1)[C@H](C)CN([C@H](C)CO)S2(=O)=O
65	-6	6	CC(=O)Nc1ccc(NC(=O)C2Cc3c(-c4cccc(NC(C)=O)c4)ccnc3O2)cc1 (stereo not given)
66	-7	9	C[C@H](CO)N1C[C@H](C)[C@H](CN(C)Cc2cccc(O)c2)OCc2ccccc2-c2c(n(C)c3ccccc23)C1=O
67	-8	-4	C[C@@H]1CN([C@@H](C)CO)C(=O)CCCn2nncc2CO[C@@H]1CN(C)C(=O)Nc1ccc(N2CCCCC2)cc1
68	36	7	Clc1cccc(Cc2c(-c3ccco3)nc3c4ccccc4ccn23)c1
69	7	12	S=C1SCN(Cc2ccccc2)CN1Cc1ccco1
70	32	1	COc1ccc(Cc2c(-c3ccc(C#N)cc3)nc3c4ccccc4ccn23)c(C)c1
71	24	11	COC[C@H]1CCCN1c1ccc2c(c1)O[C@@H](COCc1ccccc1)CN([C@@H](C)c1ccccc1)S2(=O)=O
72	3	-7	O=C(NCCO)c1ccc(-c2ccc3nncn3c2)cc1
73	-1	-1	Cc1ccc(NC(=O)Nc2nnc([C@H]3C[C@H](O)[C@@H](CO)O3)s2)cc1
74	-2	-1	CC1(C(=O)NCc2ccco2)Cc2c(-c3ccc4c(c3)OCO4)ccnc2O1 (stereo not given)
75	-7	2	COc1ccc(NC(=O)C2(C)CCN2CCOc2ccccc2)cc1OC (stereo not given)

Remaining list, next part.
No.	EBI2 antag	CXCR6 block	molecule
76	6	4	CC(C)C(N)c1csc(Nc2cc(Oc3ccccc3)ncn2)n1 (stereo not given)
77	-5	-5	COc1cccc(CNc2nc3cc(-c4cccc(OC)c4)sc3c(=O)n2C)c1
78	-4	-1	COCCN(CCOC)Cc1cc(=O)oc2cc(C)c(C)cc12
79	-10	-9	Cc1ccc(SC2=C[C@@]3(O)CC[C@@H](O)[C@@](Sc4ccc(C)cc4)(C2=O)[C@H]3O)cc1
80	18	6	COc1ccc([C@H]2C[C@@H](O)[C@H](n3cc(COC(=O)c4ccccc4)nn3)CN2CC2CCCCC2)cc1
81	28	-6	COc1ccc(S(=O)(=O)N2C[C@H]3CON(C)[C@H]3C[C@H]2c2ccc(-c3cc4ccccc4o3)cc2)cc1
82	5	6	COC(=O)[C@]12CCCCC=C1N(Cc1ccc(Cl)cc1Cl)C(=O)[C@H](CC(=O)N1CCCCC1)C2
83	9	5	CC1(C)OC(=O)C2=C(C[C@@H](C3CCCCC3)O[C@H]2c2ccc(Cl)cc2)O1
84	17	-1	CC1(C)CC(=O)C=C(c2ccc(-c3ccc4[nH]ccc4c3)cc2)C1=O
85	-1	-9	CNc1ncnc2c1ncn2[C@H]1CN(Cc2cccnc2)C[C@@H](CO)O1
86	-5	2	O=C(/C=C/[C@H]1O[C@@H](n2cnc3c(NC(=O)c4ccccc4)ncnc32)[C@H](O)[C@@H]1O)NCc1cccc2ccccc12
87	3	7	CCCNC(=O)C1(C)CCCN(Cc2noc(-c3c(C)noc3C)n2)C1 (stereo not given)
88	-5	5	CN(Cc1ccc(Cl)cc1Cl)C(=O)C1CC(=O)N(Cc2ccco2)C1 (stereo not given)
89	-1	8	CCN(CC)CCN(Cc1cc2cc3c(cc2[nH]c1=O)OCCO3)C(=S)NCCOC
90	1	-8	COc1cc2oc(=O)cc(CN3CCCC3)c2cc1Cl

Another view of part of the listing above.
(84) CC1(C)CC(=O)C=C(c2ccc(-c3ccc4[nH]ccc4c3)cc2)C1=O
(85) CNc1ncnc2c1ncn2[C@H]1CN(Cc2cccnc2)C[C@@H](CO)O1
(86) O=C(/C=C/[C@H]1O[C@@H](n2cnc3c(NC(=O)c4ccccc4)ncnc32)[C@H](O)[C@@H]1O)NCc1cccc2ccccc12
(87) CCCNC(=O)C1(C)CCCN(Cc2noc(-c3c(C)noc3C)n2)C1 (stereo not given)
(88) CN(Cc1ccc(Cl)cc1Cl)C(=O)C1CC(=O)N(Cc2ccco2)C1 (stereo not given)

Assay by compound	84	85	86	87	88
EBI2 antag	17	-1	-5	3	-5
CXCR6 block	-1	-9	2	7	5

A few values from the list.
Reading of cpd 77 in EBI2 antag: -5
Reading of cpd 87 in EBI2 antag: 3
Reading of cpd 90 in EBI2 antag: 1

The list goes on:
No.	EBI2 antag	CXCR6 block	molecule
91	5	2	COCOCCn1cc(CN2CCS(=O)(=O)N(Cc3ccc(-c4ccc(C)cc4)cc3)C(C)C2=O)nn1 (stereo not given)
92	19	4	N#Cc1ccc(Nc2nc(NCc3ccccc3)nc3ccsc23)cc1
93	-1	-2	Cc1ccccc1NC(=O)CN1CCCC1
94	-3	-4	COc1ccc(OC)c(NS(=O)(=O)c2ccc(-n3cccn3)cc2)c1
95	30	1	Cc1ccc(S(=O)(=O)N2CCCC(C(=O)NCCc3ccc(Cl)cc3)C2)cc1 (stereo not given)
96	7	6	CCc1nc2ccc(C(=O)NCCOc3ccc(OC)cc3)cn2c1N(C)Cc1nccn1C
97	-9	-8	COc1cccc(Nc2nc(C(N)c3ccccc3)cs2)n1 (stereo not given)
98	-6	7	C[C@@H]1CN([C@@H](C)CO)S(=O)(=O)c2ccc(Br)cc2O[C@H]1CN(C)C(=O)C1CCC1
99	-4	1	OC(c1cccc(Cl)c1)c1nc(-c2ccc3c(c2)OCO3)cs1 (stereo not given)

2 entries from above, set out differently:
92. N#Cc1ccc(Nc2nc(NCc3ccccc3)nc3ccsc23)cc1
  EBI2 antag = 19
  CXCR6 block = 4

93. Cc1ccccc1NC(=O)CN1CCCC1
  EBI2 antag = -1
  CXCR6 block = -2
